# High-throughput results (PubChem BioAssay)
# bCat nuc transl: beta-catenin nuclear translocation modulation; HeLa beta-catenin nuclear translocation, immunofluorescence imaging; actives 0.3% (n = 190,000); nuclear translocation activity, % at 5 µM;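 active = nuclear translocation activity above 50% at 5 µM, with a well cell count of 50 or more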;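 note: per-cell ratio of nuclear to cytoplasmic median beta-catenin stain intensity; plate controls were DMSO negative control for no effect and GSK-3 inhibitor IX positive control for full effect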
#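 Technique: fluorescence imaging of beta-catenin antibody stain plus DAPI / Material: human HeLa cell line / Incubation: compound treatment 24 h, 37°C, 5% CO2 / Read-out basis: % activation of per-cell nuclear versus cytoplasmic median beta-catenin signal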
# Dynein cargo inh: dynein cargo transport inhibition | 3617.4 mouse cells, GR-EGFP nuclear translocation imaging; test concentration mostly 20 µM; stimulated with dexamethasone, 1 µM; hits give low values | z-score, hits read low | actives 0.47% (n = 220,000);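 active = plate z-score of nuclear minus cytoplasmic receptor signal below a set negative limit, without overly bright fluorescence or cell loss, cut at about -3.5 in these data, passing the limit was not always enough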;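 note: z-score of nuclear minus cytoplasmic ring GR-EGFP intensity difference per well; some compounds called inactive have numbers as strong as hits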
#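 Buffer or medium: tetracycline-free induction medium containing charcoal-stripped FBS / Reagent: dexamethasone agonist, 1.0 µM final, for 30 min / Technique: automated 10x imaging of fixed Hoechst-stained cells / Times: induction 48 h, compound 1 h, agonist 30 min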
# TNAP activation fold: human TNAP enzyme activators, primary screen, biochemical, luminescent, no phosphate acceptor, uHTS (AID 1001); actives 0.03% (n = 200,000); purified TNAP, luminescent activation assay, no phosphate acceptor; higher activation fold means a stronger effect; activation fold at 20 µM, or EC50 in µM where a hit was titrated; in the data active = activation fold from about 3, or a potency from the dose series; inactive = the rest, 99 in 100 with activation fold below about 1.6; note: many of its hits are not listed in these tables
# MT stabilizer: microtubule stabilizers in HeLa cells; AID 2205; HeLa tubulin immunostaining HCS, 24 h; share of cells brighter than vehicle mean+2SD; actives 0.83% (n = 200,000); % tubulin-high responders, % at 10 µM;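 active = plate Z-score above 3 for both tubulin-high and condensed-nucleus cell shares, with cell loss under 80%, at 10 µM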;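 note: anti alpha tubulin signal scored within the nucleus-defined area of each cell; some results filed as inactive read as strong as hits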
# Hep lipid drop: modulators of hepatic lipid droplet formation | AML12 mouse hepatocytes, oleate lipid droplets, BODIPY imaging | inhibition, % at 6.5 µM | actives 0.4% (n = 240,000);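 active = lipid droplet intensity inhibited by at least 50%, with more than 500 cells counted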
#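 Assay system: AML12 hepatocytes (mouse) / Also added: 100 µM oleic acid challenge / Times: overnight treatment with compound plus oleate / Detection: high-content imaging of BODIPY-stained droplets and DAPI nuclei / Evaluation: % inhibition of lipid droplet signal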
# human PMI inhibition: inhibitors of human PMI, primary screen, biochemical, fluorescence intensity, coupled assay (AID 1209). inhibition, % at 20 µM; hits with a dose series show IC50 in µM. actives 0.42% (n = 190,000). purified PMI enzyme, coupled fluorescence intensity; higher % means a stronger effect; in the data active = inhibition above about 50%;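 note: plate controls were DMSO vehicle for no effect and wells lacking substrate for full effect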
# Myeloid diff 2: compounds promoting myeloid differentiation | ER-HoxA9 myeloid progenitors, lysozyme-GFP differentiation, flow cytometry | calls only at 10 µM | actives 1% (n = 360,000);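 active = normalized GFP-positive differentiation at or above the plate's own cutoff, the solvent-only control mean plus 3 SD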;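 note: cells exposed to compound for four days before flow analysis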
# T cell modulator: T cell immune modulation candidate; 2C CD8+ T cell-vesicle binding, flow cytometry; hits give low values; calls only at 7 µM; actives 0.068% (n = 330,000);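 active = response, share of CD8 T cells binding vesicles, and their 90th percentile fluorescence all below set limits, cut at about 80% in these data, passing the limit was not always enough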
#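 Benchmarks: naked versus QL9-loaded vesicles / Assay system: purified 2C TCR transgenic mouse naive CD8+ T cells / Technique: high-throughput flow cytometry with anti-B7-1 and anti-CD8 staining / Timing: Cell–vesicle co-incubation 1.5 h at 37 °C, staining 20 min on ice / Read-out: percent CD8+ FL2 mean versus row control / Probe or stimulus: QL9-loaded Drosophila micro-vesicles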
# Insulin prom up: MIN6 insulin promoter up-regulation | MIN6 insulin promoter-GFP reporter, high-content imaging; hits give high values | z-score at 5 µM | AID 1625 | actives 0.3% (n = 190,000);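 active = z-score above 3 at 5 µM with at least 500 cells counted in the well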
# Dynein cargo inh cytoplasmic EGFP: also measured in Dynein cargo inh; calls as there; z-score; measured here: cytoplasmic GR-EGFP intensity; hits give high values
# Dynein cargo inh nuclear GR-EGFP: second read-out of Dynein cargo inh, no call of its own (marks repeat the call); z-score; measured here: nuclear GR-EGFP intensity;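 lower value marks the stronger effect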
# Dynein cargo inh cell count: second read-out of Dynein cargo inh, no call of its own (marks repeat the call); z-score; measured here: cell count per field
# Insulin prom up cell count: further read-out of Insulin prom up, marked with its call; cell count; measured here: cytotoxicity, nuclei count;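 total cells summed across four imaged fields per well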
# Hep lipid drop cells 6.5 µM: also measured in Hep lipid drop; calls as there; cell count; measured here: cell count, cytotoxicity flag;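 cells counted across two imaged fields per well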
# bCat nuc transl cell count 5 µM: second read-out of bCat nuc transl, no call of its own (marks repeat the call); cell count; measured here: cell count, cytotoxicity flag
# T cell modulator vesicle-bound %: second read-out of T cell modulator, no call of its own (marks repeat the call); double positive events, %; measured here: CD8+ vesicle-bound cell fraction;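 binding gate set so that unloaded-vesicle control wells show 10% double positive cells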
# MT stabilizer Hoechst-high %: also measured in MT stabilizer; calls as there; % Hoechst-high responders; measured here: nuclear condensation Hoechst responders;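 share of cells brighter than vehicle mean plus two SD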
# MT stabilizer cytotoxicity %: second read-out of MT stabilizer, no call of its own (marks repeat the call); toxicity, %; measured here: cytotoxicity by cell density;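 0% = mean cell density of plate MIN control wells and 100% = no cells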
# Myeloid diff 2 GFP+ MAC1+ %: second read-out of Myeloid diff 2, no call of its own (marks repeat the call); GFP+ MAC1+ double positive, %; measured here: differentiation confirmed by MAC1 staining
# * = called active by the depositor; i = inactive; · = not tested or not shown. This is a random part of the collection; about 3% have a hit in one of these screens.
smiles,bCat nuc transl,bCat nuc transl cell count 5 µM,Dynein cargo inh,Dynein cargo inh cytoplasmic EGFP,Dynein cargo inh nuclear GR-EGFP,Dynein cargo inh cell count,TNAP activation fold,MT stabilizer,MT stabilizer Hoechst-high %,MT stabilizer cytotoxicity %,Hep lipid drop,Hep lipid drop cells 6.5 µM,human PMI inhibition,Myeloid diff 2,Myeloid diff 2 GFP+ MAC1+ %,T cell modulator,T cell modulator vesicle-bound %,Insulin prom up,Insulin prom up cell count
COc1c(/C=N/Nc2nc(N3CCCCC3)nc(N3CCCCC3)n2)cccc1[N+](=O)[O-],·,·,1.81,-0.0575,0.472,-1.04,0.9,3.3,1.2,5.9,·,·,1.2%,i,1.6,·,·,·,·
Cc1ccc(-c2csc(NC(=S)NC(=O)c3cc4ccccc4o3)n2)cc1,-1.2,919,0.265,-0.111,0.292,0.206,0.9,3.2,1.9,5.5,3.7,701,5.0%,i,0.3,i,17.8,0.44,1177
COc1cc(C(=O)NNC(=S)NC(=O)c2ccccc2C)cc(OC)c1OC,3.9,484,-0.543,-0.259,-0.545,0.784,1.1,4.0,3.5,7.0,-6.9,626,-18.1%,i,0.7,i,44.8,0.06,1078
Cc1cccc(N2CCN(C(=O)c3ccoc3C)CC2)c1C,0.3,556,-0.735,-0.184,-0.263,0.278,1.1,4.1,3.8,4.3,-9.3,546,-7.3%,i,0.6,i,33.2,0.74,1392
Fc1ccc(-n2nnc(-c3ccnc4ccccc34)n2)cc1,1.4,1035,-0.718,-0.313,-0.182,0.354,1,3.1,2.0,0.8,1.1,677,-13.8%,i,1.8,i,40.9,0.38,1339
CC1=C(CCN2CCN(C3CCCC3)C(CCO)C2)C(C)(C)CCC1 (stereo not drawn),0.3,911,-0.618,-0.18,-0.467,0.819,1.1,3.7,2.6,6.8,14.2,752,17.5%,i,0.0,i,46.7,-0.67,1447
CC(C)(C)c1nnc2sc(SCC(=O)N3CCc4ccccc43)nn2c1=O,-1.2,1096,0.331,-0.00828,0.329,-0.147,1,2.0,0.6,1.7,-9.4,670,-7.3%,i,0.6,i,63.1,-0.09,1338
COc1cccc(C(=O)C2CCCN(Cc3cccn3-c3ccccn3)C2)c1 (stereo not drawn),-0.5,992,-1.3,-0.272,-0.631,1.4,1.1,1.5,1.7,3.6,-23.2,670,-2.5%,i,0.8,i,26.7,-0.15,1188
O=C(Nc1ccccc1)N1CCN2C(=O)c3ccccc3C12c1ccccc1 (stereo not drawn),0.6,899,-0.459,-0.198,0.0059,0.0315,1.1,1.8,1.3,10.3,·,·,5.6%,i,2.0,i,29.7,-0.85,1176
CCc1ccc(C2NC(c3ccc(CC)cc3)C([N+](=O)[O-])C(C)(C)C2[N+](=O)[O-])cc1 (stereo not drawn),-0.5,951,0.426,-0.244,0.266,-0.0118,1.1,2.8,2.3,6.4,-39.2,450,17.7%,i,0.5,i,38.6,1.69,2246
O=C(c1ccccc1)c1ccc(OCC(=O)N2CCOCC2)cc1,-0.5,1057,-0.239,-0.205,-0.246,0.29,1.1,2.0,2.5,12.3,29.1,653,-5.3%,i,0.3,i,19.5,-0.34,1339
c1ccc(CSc2ccc(-c3cccs3)nn2)nc1,0.5,1128,-0.187,-0.164,-0.402,0.593,1.1,1.6,3.0,6.6,-8.4,688,-24.1%,i,1.3,i,28.0,-0.49,1366
Cc1ccc(S(=O)(=O)N2CCC(C(=O)N[C@@H](C)C(=O)NCc3ccco3)CC2)cc1,-1.6,573,-1.06,-0.221,0.00674,0.826,1.1,2.4,1.4,9.0,·,·,-7.3%,i,1.1,i,4.1,0.5,1239
Cc1ccc(S(=O)(=O)Nc2ccccc2C(N)=O)cc1,-2.4,1195,-0.225,-0.266,-0.174,0.436,1.1,3.2,1.6,1.4,5.9,750,-0.7%,i,1.1,i,44.4,-0.23,1150
COc1ccc(NS(=O)(=O)c2ccc(Br)s2)cc1OC,5.0,1179,-0.824,-0.247,-0.816,0.267,1,4.3,2.0,1.1,1.2,736,7.0%,i,3.6,i,14.3,-1.34,1180
Cc1cc(C)c(S(=O)(=O)N2CCN(c3ccc([N+](=O)[O-])c(NCC4CCCO4)c3)CC2)c(C)c1 (stereo not drawn),-0.5,1357,2.23,-0.184,0.373,-1.07,0.9,4.6,1.7,5.1,·,·,4.2%,i,2.9,i,18.0,-2.32,1079
COc1ccc2cc(-c3cc(C(=O)O)c4ccccc4n3)ccc2c1,·,·,0.528,0.467,0.256,-0.711,1.1,3.0,1.5,2.3,·,·,-1.7%,i,0.5,i,23.6,·,·
Cc1cc(OCC(=O)NCC(C)C)cc(C)c1Br,·,·,0.0237,-0.355,-0.274,0.292,1.1,0.4,0.8,4.8,·,·,-8.3%,i,3.6,i,42.3,-0.3,921
CN1CCN(C(=O)C2=C[C@@H](c3csc4ccccc34)C[C@@H](OCc3ccc(CO)cc3)O2)CC1,-1.9,1174,1.27,0.175,1,0.0475,1,0.5,0.9,2.0,0.8,700,-1.4%,i,0.7,i,51.5,0.23,1493
COc1cc(C(CCN2CCCC2)c2c(OC)cc(OC)c3ccc(=O)oc23)cc(OC)c1OC (stereo not drawn),-1.1,1183,0.387,-0.834,0.306,0.25,·,·,·,·,-5.4,627,·,i,2.4,i,41.2,-0.28,1002
Nc1cc(=O)nc(SCC(=O)NC2CCCCC2)n1-c1ccccc1,-7.7,987,2.12,-0.114,1.42,-1.91,1,5.0,2.3,3.0,·,·,-9.0%,i,1.6,i,11.2,-0.05,1327
CN(C)S(=O)(=O)c1cccc(NC(=O)c2ccc(N3CCOCC3)c([N+](=O)[O-])c2)c1,-3.9,507,-0.326,-0.231,-0.542,0.361,1,2.7,2.8,0.9,-10.8,651,9.6%,i,0.3,i,40.0,-0.17,1232
COCc1nc(-c2cc(Br)ccc2OC)no1,1.1,1187,1.2,-0.234,0.58,-0.146,1.1,2.3,1.9,5.1,0.4,747,7.6%,i,1.4,i,41.5,0.46,1302
CCNc1nc(NCc2ccccc2)nc(SCC(=O)Nc2ccccc2)n1,1.2,1067,-0.199,-0.211,-0.225,-0.158,1.2,2.7,2.4,6.9,17.0,644,14.9%,i,0.1,i,17.0,-0.92,1435
O=C(CSc1nnc(-c2ccncc2)n1CC1CCCO1)Nc1nccs1 (stereo not drawn),-1.2,1248,0.177,-0.26,0.181,0.197,1,2.4,1.9,2.8,-1.5,783,-9.7%,i,0.3,i,48.8,0.14,1178
CCOc1ccccc1OCCCC(=O)Nc1ccc(OC)nc1,·,·,0.184,-0.0933,0.379,-0.572,1.1,3.7,1.6,8.6,-4.3,688,0.6%,i,5.1,i,29.4,-0.19,1026
COc1cc(NC(=O)c2ccco2)c(OC)cc1NC(=O)CSc1nnc(-c2cccs2)n1C,-2.2,1121,0.2,-0.226,0.403,0.27,1,5.7,2.9,7.9,·,·,2.5%,i,1.1,i,30.0,-0.55,1197
CCCCCn1c(=O)[nH]c2cc(C(=O)NCCN3CCOCC3)ccc2c1=O,·,·,0.266,-0.0484,0.668,0.462,·,2.5,1.8,9.0,·,·,·,i,0.7,i,39.9,·,·
N=C1C(=O)OCC1c1cc(Cl)ccc1NC(=O)Nc1ccccc1 (stereo not drawn),2.0,1114,2.47,-0.228,0.89,-0.118,1.1,4.3,1.9,3.5,-3.7,713,14.1%,i,0.4,i,17.9,·,·
COc1ccc(NS(=O)(=O)c2cc(NC(=O)/C=C/c3cc(OC)c(OC)c(OC)c3)ccc2N2CCCCC2)cc1,-1.2,591,0.359,-0.197,1.23,-1.11,1,3.0,1.1,3.4,1.6,758,-19.4%,i,1.0,i,33.9,-0.43,1072
COc1ccccc1NC(=O)c1cc2ccccc2o/c1=N\O,-3.4,1013,·,·,·,·,0.9,·,·,·,·,·,21.4%,i,0.5,i,58.4,0.87,1168
CC(=O)c1ccc(N2CCN(C(=O)c3ccc(NC(=O)C4CCCO4)cc3)CC2)cc1 (stereo not drawn),-0.8,1081,-0.93,0.0377,0.179,0.488,1.1,3.9,2.8,4.5,8.3,662,1.8%,i,0.2,i,15.6,-0.29,1050
O=C(N/N=C/c1ccc(Cl)cc1Cl)C(=O)NC1CC1,-0.9,1023,-0.366,-0.26,0.244,0.753,1.3,2.1,2.6,2.5,16.8,695,10.4%,i,0.2,i,39.5,0,1280
